# Screens: PubChem BioAssay, NCI
# Growth percent in the NCI-60 one-dose screen (48 h, 10 µM unless noted): 100 = growth as untreated, 0 = no growth, -100 = all killed.
# SN12C: SN12C renal cancer cells; 81,000 tested, 3.8% active
# SW-620: SW-620 colon cancer; 82,000 tested, 5.2% active
# HT29: HT29 colon cancer; 81,000 tested, 7.4% active
# HCT-15: HCT-15 colon cancer; 82,000 tested, 5.2% active; AID 1794746
# UO-31: UO-31 renal cancer. 81,000 tested, 5.2% active. AID 1794768
# HCT-116: HCT-116 colon cancer; AID 1794798; 82,000 tested, 7.3% active
# TK-10: TK-10 renal cancer cells | 81,000 tested, 3.9% active
# 786-0: 786-0 renal cancer cells. 81,000 tested, 5.1% active. AID 1794775
# HCC-2998: HCC-2998 colon cancer; 79,000 tested, 4.7% active; AID 1794799
# * = called active by the depositor; . = no result given. The calls were made as follows: active = growth percent below 10; inactive = the rest.
SMILES,SN12C,SW-620,HT29,HCT-15,UO-31,HCT-116,TK-10,786-0,HCC-2998
CCOC(=O)c1nnn(Cc2cc(=O)oc3ccc(C)cc23)c1C,92.9,99.2,90.5,108.2,81.5,99.4,102.6,101.2,104.2
COc1ccc(-c2cc(-c3cc(OC)c(OC)c(OC)c3)c(C#N)c(=O)n2Cc2ccc(C(=O)NO)cc2)cc1,97.1,98.1,108.3,77.5,70.7,89.5,108.4,99.2,110.9
O=C(/C=C/c1ccc2c(c1)OCO2)c1ccc([N+](=O)[O-])cc1,90.5,103.5,87.7,105.8,63.3,96.9,98.0,94.6,95.5
CNc1cc(N2CCC3(CC2)CN(c2cc(F)c(CN4CCC(C)(C)CC4)cc2F)CC(=O)N3)ncn1,90.1,69.2,92.3,82.6,30.1,84.5,69.7,72.8,92.1
CCCCCCCCn1ccc2cc(NC(=O)CN3CCN(c4cc(C)nc(N5CCC(C)CC5)n4)CC3)ccc21,80.3,85.5,23.9,52.7,49.4,52.6,97.8,68.0,99.4
CCOc1ccc(/C=N/NC(=O)C(=O)N/N=C/c2ccc(OCC)c(OCC)c2)cc1OCC,95.7,109.1,106.6,106.7,78.8,97.2,.,99.9,119.8
CSc1nc(N)c2c(n1)NC(c1ccc(Cl)cc1)CC(c1ccc3c(c1)OCO3)=N2 (stereo not given),84.7,74.8,52.0,55.8,51.0,23.9,123.4,78.8,103.3
NCCCCCCCCCCN,101.8,98.3,104.5,98.0,82.7,104.8,101.6,100.2,110.8
COC(=O)c1c(C)nc(Nc2nc3ccccc3s2)nc1-c1ccc(Cl)cc1Cl,99.8,103.8,113.5,92.2,81.2,98.4,119.9,103.6,107.6
O=c1cc[nH]cc1,93.1,100.5,95.5,106.4,.,100.0,96.0,97.5,88.5
C=CC[N+]1(CC)CCN=C1CCCCCCCCCCCCCCCCC (stereo not given),.,-89.7*,-100.0*,-88.6*,-65.5*,-100.0*,-94.2*,-98.4*,-73.5*
CCCCn1cnc2c(SCCc3ccccc3)nc(N)nc21,87.1,103.7,98.3,98.0,76.7,96.5,101.0,90.3,113.0
O=C(NCCCNc1nccc(-c2c(-c3cccc(F)c3)nc3sccn23)n1)c1c(F)cccc1F,45.5,86.7,34.9,33.2,27.1,36.9,92.5,68.0,56.9
CC(=O)NC(C)=O,101.1,113.7,.,102.4,76.0,102.1,113.8,104.6,.
COc1cc2c(cc1OC)C(=O)C(Br)CC2 (stereo not given),44.4,25.1,24.1,17.5,39.4,7.0*,53.7,63.8,90.6
COc1cc(CNC(=O)/C=C/C=C/c2ccc3c(c2)OCO3)ccc1OCc1cn(-c2ccccc2[N+](=O)[O-])nn1,94.5,97.4,107.4,94.6,71.8,103.3,105.0,94.6,101.4
O=C(CSc1nnc(-c2c[nH]c3ccccc23)n1-c1ccccc1)c1ccccc1,44.7,76.1,47.9,79.4,55.5,38.0,72.0,29.6,83.1
CC1OC(O[C@@H]2[C@H](O)C(CO)OC(O[C@H]3COC(O[C@H]4CC[C@]5(C)[C@H]6CC[C@]78OC[C@@]9(CC[C@](C)(C=O)C[C@H]97)C(=O)C[C@@]8(C)[C@]6(C)CC[C@H]5C4(C)C)[C@@H](O)[C@@H]3O)[C@H]2OC2OC[C@@H](O)[C@@H](O)[C@@H]2O)[C@@H](O)[C@@H](O)[C@H]1O (stereo not given in full),.,103.8,97.1,95.8,75.2,89.1,101.9,95.5,.
O=C1C(c2nnc(-c3ccccc3)n2-c2ccc(Cl)cc2)=C(O)c2ccccc21,102.9,103.3,116.8,105.0,78.3,100.5,112.8,102.0,109.0
CCCCCCCC/C=C\CCCCCCCC(=O)OC,98.5,100.7,104.0,106.7,.,104.2,.,104.2,108.6

# Reformatted: entries from further up.
# Below each compound: SN12C, SW-620, HT29, HCT-15, UO-31, HCT-116, TK-10, 786-0, HCC-2998
- COc1cc(CNC(=O)/C=C/C=C/c2ccc3c(c2)OCO3)ccc1OCc1cn(-c2ccccc2[N+](=O)[O-])nn1
  94.5, 97.4, 107.4, 94.6, 71.8, 103.3, 105.0, 94.6, 101.4
- COc1cc2c(cc1OC)C(=O)C(Br)CC2 (stereo not given)
  44.4, 25.1, 24.1, 17.5, 39.4, 7.0*, 53.7, 63.8, 90.6
- C=CC[N+]1(CC)CCN=C1CCCCCCCCCCCCCCCCC (stereo not given)
  ., -89.7*, -100.0*, -88.6*, -65.5*, -100.0*, -94.2*, -98.4*, -73.5*
- O=C(CSc1nnc(-c2c[nH]c3ccccc23)n1-c1ccccc1)c1ccccc1
  44.7, 76.1, 47.9, 79.4, 55.5, 38.0, 72.0, 29.6, 83.1
- CCCCCCCC/C=C\CCCCCCCC(=O)OC
  98.5, 100.7, 104.0, 106.7, ., 104.2, ., 104.2, 108.6

# (continued)
SMILES,SN12C,SW-620,HT29,HCT-15,UO-31,HCT-116,TK-10,786-0,HCC-2998
Cc1cccc(Oc2c(/C=N/NC(=O)Cn3c(=O)sc4ccccc43)c(C)nn2-c2ccccc2)c1,70.0,88.3,60.8,62.9,47.8,52.4,73.6,88.1,86.5
COC(=O)CCC(=O)Nc1ccccc1,100.5,109.4,114.3,108.0,76.4,97.1,99.0,90.3,98.8
C/C(=C(\c1ccc(OCCN2CCOCC2)cc1)c1ccc(OC(=O)C2CCCCC2)cc1)c1ccc(Cl)cc1,94.7,96.6,76.3,97.7,81.8,78.7,96.4,80.6,94.2
O=S1(=O)c2ccccc2NC(c2ccc(Cl)cc2)C1c1ccccc1 (stereo not given),107.9,112.5,99.0,101.0,74.7,76.1,150.8,99.5,113.4
CC(C)=C(C)C1CC1CCNS(=O)(=O)c1ccc(C)cc1 (stereo not given),93.0,103.6,104.4,100.1,94.9,92.8,97.1,98.2,103.4
CCOS(=O)(=O)c1ccc([N+](=O)[O-])cc1,100.9,118.8,94.0,110.3,88.9,106.5,95.0,106.7,103.8
Cc1cc(Br)nnc1Br,108.9,108.8,112.6,102.2,.,106.1,124.4,103.8,108.3
CCN1CCN(Cc2ccc(C(=O)N=Nc3c(O)[nH]c4ccc(F)cc34)cc2C(F)(F)F)CC1,114.3,106.2,112.4,105.6,87.3,105.0,111.1,103.3,109.3
Brc1cc(Br)c(N=Nc2c(Br)cc(Br)cc2Br)c(Br)c1,100.2,103.1,112.4,76.8,78.8,84.7,130.3,101.0,107.6
C=C(C)[C@@H]1CC[C@]2(C(=O)N3CCN(C)CC3)CC[C@]3(C)[C@H](CC[C@@H]4[C@@]5(C)CC[C@H](OP(=O)(OCC)OCC)C(C)(C)[C@@H]5CC[C@]43C)[C@@H]12,84.7,82.0,76.1,60.2,60.8,24.0,108.5,70.3,94.4
O=C1/C(=N/Nc2ccc(Cl)cc2)CCCc2ccccc21,99.7,92.6,81.5,94.1,82.9,81.4,141.1,92.7,103.6
OC1(c2ccccc2)c2ccccc2N(c2ccccc2)c2ccc(Cl)cc21 (stereo not given),-81.6*,-85.7*,-77.5*,-44.2*,-95.0*,-85.9*,-95.5*,-94.6*,-90.1*
Nc1c(C(=O)Nc2ccccc2C(F)(F)F)sc2nc3c(cc12)CCC3,101.4,96.0,94.3,97.3,98.0,106.7,89.9,93.0,94.6
Cc1cc(C)cc(Nc2c(Nc3cc(C)cc(C)c3)c(=O)c2=O)c1,91.9,108.5,107.5,93.7,97.4,93.2,109.9,106.5,105.3
CC(NC(=O)c1cccc2c1Oc1ccccc1S2)C(=O)O (stereo not given),105.7,107.1,102.9,114.9,85.6,103.1,101.0,97.9,104.8
O=C(/C=C/c1ccc([N+](=O)[O-])o1)NNC(=O)c1cc2ccccc2cc1O,7.5*,-5.9*,7.4*,-62.7*,2.1*,-100.0*,19.3,-23.8*,-18.4*
CCc1ccc2nc(NC(=O)Cc3csc(NC(=O)c4ccco4)n3)sc2c1,79.4,101.0,86.5,95.5,60.5,78.0,82.0,71.6,101.2
O=C(/C=C/c1ccccc1Cl)c1ccc(Cl)cc1,94.4,89.3,97.7,91.1,81.6,79.0,100.0,96.3,99.2
O=C(CC(C[N+](=O)[O-])c1ccccc1)c1ccc(O)cc1 (stereo not given),98.4,100.8,102.1,99.4,79.5,94.9,87.1,96.7,98.0
C=C(C)[C@@H]1CC[C@]2(C(=O)N3CCN(C)CC3)CC[C@]3(C)[C@H](CC[C@@H]4[C@@]5(C)CCCNC(C)(C)[C@@H]5CC[C@]43C)[C@@H]12,92.9,81.8,29.1,71.4,87.3,74.9,111.6,97.1,101.1

# Full records as entered above:
# O=C1/C(=N/Nc2ccc(Cl)cc2)CCCc2ccccc21 across the screens: SN12C = 99.7; SW-620 = 92.6; HT29 = 81.5; HCT-15 = 94.1; UO-31 = 82.9; HCT-116 = 81.4; TK-10 = 141.1; 786-0 = 92.7; HCC-2998 = 103.6
# CC(NC(=O)c1cccc2c1Oc1ccccc1S2)C(=O)O (stereo not given) across the screens: SN12C = 105.7; SW-620 = 107.1; HT29 = 102.9; HCT-15 = 114.9; UO-31 = 85.6; HCT-116 = 103.1; TK-10 = 101.0; 786-0 = 97.9; HCC-2998 = 104.8

# Later entries.
SMILES,SN12C,SW-620,HT29,HCT-15,UO-31,HCT-116,TK-10,786-0,HCC-2998
COc1nc(OC)nc(N(CCO)c2ccccc2)n1,98.6,102.9,103.5,105.6,86.0,102.4,97.9,101.9,100.4
CCCCO[Si](OCCCC)(OCCCC)OCCCC,105.0,104.9,109.7,103.2,99.9,107.0,106.7,105.5,100.0
Cc1cc(N=C2NC(=O)S/C2=C\c2ccc(F)cc2)n[nH]1,22.8,20.7,6.7*,13.9,12.1,-51.5*,32.7,10.3,22.4
CCOc1cccc(OCC)c1,101.7,99.7,95.2,97.4,94.5,96.4,94.0,95.7,102.4
CC1(C)S[C@@H]2[C@H](NC(=O)[C@H](NC(=O)N3CCNC3=O)c3ccccc3)C(=O)N2C1C(=O)O (stereo not given in full),101.6,106.6,103.0,104.0,80.4,98.1,109.3,99.0,101.1
CCCCC(C(=O)O)N1C(=O)CSC1=S (stereo not given),99.5,103.7,108.0,97.5,93.3,102.5,104.7,101.8,103.3
CC(C)N1CC(=O)N2CSCC2C1=O (stereo not given),107.4,102.2,118.6,105.2,96.5,111.8,109.4,107.5,102.2
Cc1ccc(-c2nc(SCC(=O)c3ccccc3)nc(Nc3ccc(S(N)(=O)=O)cc3)c2C#N)cc1,63.0,83.8,92.3,72.1,74.9,35.9,67.5,46.3,106.3
O=C(CSc1nc2ccccc2c(=O)n1-c1ccccc1)N/N=C/c1ccc(Oc2ccc(Cl)cc2)cc1,26.9,43.1,59.1,60.8,81.2,5.6*,104.0,53.2,95.4
CC(=O)Oc1cc2c(cc1Br)OCO2,91.1,92.6,74.4,76.8,80.0,76.9,122.2,94.8,95.3
Fc1ccc(C2=NN(c3cc(Cl)cc(Cl)c3)C(c3cccc(Nc4ccnc5cc(Cl)ccc45)c3)C2)cc1 (stereo not given),80.5,91.6,75.8,77.0,69.3,61.8,96.1,86.9,86.5
Nc1nc(N)nc(C2C=CCCC2)n1 (stereo not given),102.2,110.0,90.2,104.5,75.7,98.0,95.4,98.9,.
COc1ccc(-c2cc(-c3cccc(NS(C)(=O)=O)c3)nc(N)c2C#N)cc1,43.3,27.4,8.4*,30.5,31.9,17.0,67.5,42.9,-25.7*
CCCNc1nc(N(C)O)nc(N(C)O)n1,47.1,38.1,40.7,26.5,21.7,5.1*,65.1,7.8*,24.5
O=C(n1ccc2cc(OS(=O)(=O)c3ccccc3)ccc21)C12CC3CC(CC(C3)C1)C2,84.9,89.6,83.1,94.5,52.8,92.6,89.5,90.8,104.7
CC(=O)Nc1ccc(/C=C/C=C\c2cccc([N+](=O)[O-])c2)cc1,87.4,76.3,101.3,67.4,58.6,69.7,100.1,68.1,110.6
COc1cc(/C=C/C(=O)/C=C(/C=C/c2ccc(OC(C)=O)c(OC)c2)OB(F)F)ccc1OC(C)=O,42.3,17.5,61.4,15.4,47.0,6.6*,80.7,80.7,100.1
S=C1N(c2ccccc2)CN(C2CCCCC2)CN1c1ccccc1,103.1,103.6,99.5,95.3,92.3,101.9,.,100.2,102.4
O=C(CCCCC(=O)Oc1c(Cl)cc(Cl)cc1[N+](=O)[O-])Oc1c(Cl)cc(Cl)cc1[N+](=O)[O-],104.8,111.8,102.8,100.0,87.1,101.2,91.3,100.5,102.9
C[N+](C)(C)C(Cc1c[nH]c2ccccc12)C(=O)O (stereo not given),100.2,114.7,110.8,99.3,83.7,85.6,113.3,110.7,111.8
CCCCCCCCCC(=O)Oc1ccc(/C(=C(/CC)Cc2ccccc2)c2ccc(OCCN3CCCC3)cc2)cc1,90.7,111.7,83.8,94.0,84.0,91.6,91.7,95.9,98.8
O=C(O)C1C2CC3OC(=O)C1C3C2 (stereo not given),108.2,107.8,103.2,148.7,88.8,100.5,139.3,102.0,99.4
CCN(c1ccc2c(c1)C(C)(C)CCC2(C)C)c1ccc(C(=O)O)cn1,102.2,111.4,117.9,106.0,97.0,104.4,105.4,110.2,119.7
O=C(C1=CN(Cc2ccccc2)CCS1)N(Cc1ccccc1)c1ccccc1,104.6,107.8,91.2,95.5,83.1,92.3,102.7,105.2,96.5
CCOC(=O)c1nn(C2CCCCO2)c2ccc(NC(=O)CN3C(=O)c4ccccc4C3=O)cc12 (stereo not given),96.9,99.3,106.2,111.8,90.0,105.7,101.1,96.7,107.8
COC(=O)CCC(=O)c1ccc(OC)cc1,100.4,106.1,85.3,108.5,91.9,106.5,89.9,102.5,109.2
